Bioassay records as filed in PubChem BioAssay.
HCV core dimer: inhibitors of HCV core protein dimerization, primary screen, biochemical, TR-FRET, high-throughput. TR-FRET GST/Flag-core106 dimerization, 1536-well. hit rate 0.33% among 300,000. inhibition, % at 5 µM. AID 1899, 2009;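 active = inhibition above the mean of all tested compounds plus 3 SD, set per screening campaign, cut at about 45% in these data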
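Test system: GST/Flag-tagged HCV core106 proteins; Medium: KF-containing HEPES buffer, pH 7.45, DTT, CHAPS, BSA; Times: compound-protein-antibody incubation 4 h at 22.5 °C; Detection: TR-FRET 671 and 617 nm emission; Benchmarks: wells lacking GST-core106 and wells with excess unlabelled core106.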
procasp7 counter: procaspase-7 activators, primary screen, counter-screen for procaspase-3 activator project, biochemical, absorbance, HTS, human | recombinant procaspase-7, Ac-DEVD-pNA absorbance 405 nm; D23A/D198A/D206A triple mutant, cannot self-cleave; scale: DMSO 0, 5 µM enzyme 100 | activation, % at 8.5 µM | hit rate 0.093% among 330,000 | AID 463210, 2010;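 active = percent activation above the screen-wide mean plus 3 SD, cut at about 25% in these data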
Target sequence (P55210 whole entry D23A/D198A/D206A): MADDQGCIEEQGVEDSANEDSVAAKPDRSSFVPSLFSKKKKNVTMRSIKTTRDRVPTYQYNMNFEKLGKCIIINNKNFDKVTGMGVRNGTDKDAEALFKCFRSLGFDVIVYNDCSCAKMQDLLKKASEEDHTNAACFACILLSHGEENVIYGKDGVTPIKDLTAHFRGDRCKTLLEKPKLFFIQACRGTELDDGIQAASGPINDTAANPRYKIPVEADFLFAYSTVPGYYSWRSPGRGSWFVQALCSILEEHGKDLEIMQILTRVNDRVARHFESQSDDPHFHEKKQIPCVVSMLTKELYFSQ
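System: Procaspase-7 triple mutant (PC-7 D3A); measure: % activation from two-timepoint absorbance difference, scaled to controls; times: 1 h compound preincubation, 2 h substrate cleavage, 25 °C; also added: Ac-DEVD-pNA substrate, 400 µM as added; measured by: Epi-absorbance of released pNA at 405 nm, two timepoints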
Fh CTSL1 inh: Fasciola hepatica cathepsin L1 inhibitors, primary screen, counter-screen for PFM18AAP inhibitor project, biochemical, QFRET, fluorogenic peptide substrate. recombinant F. hepatica cathepsin L1, Z-Leu-Arg-MCA fluorescence. inhibition, % at 5.96 µM. hit rate 0.49% among 300,000;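 active = inhibition above the mean of all tested compounds plus 3 SD, set per screening campaign, cut at about 17% in these data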;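 note: 0% = plate median of test compound wells and 100% = 1 µM Z-Phe-Ala-diazomethylketone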
JMJD2C inh: inhibitors of GASC-1 histone demethylase, primary screen, biochemical, fluorescence, DELFIA europium; AID 2099, 2009; inhibition, % at 2.35 µM; Lysine-specific demethylase 4C (Homo sapiens), Q9H3R0; hit rate 0.069% among 330,000; GST-JMJD2C(1-420) H3K9me3 demethylation;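 active = more than half of a compound's replicate wells show inhibition beyond 50%, single wells judged on their own value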;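 note: signal counts dimethyl H3K9 product captured on neutravidin plate; 0% = median of DMSO wells and 100% = 0.3 times that DMSO median; strong numbers were not always called active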
Target sequence (Q9H3R0 1-420 limits assumed): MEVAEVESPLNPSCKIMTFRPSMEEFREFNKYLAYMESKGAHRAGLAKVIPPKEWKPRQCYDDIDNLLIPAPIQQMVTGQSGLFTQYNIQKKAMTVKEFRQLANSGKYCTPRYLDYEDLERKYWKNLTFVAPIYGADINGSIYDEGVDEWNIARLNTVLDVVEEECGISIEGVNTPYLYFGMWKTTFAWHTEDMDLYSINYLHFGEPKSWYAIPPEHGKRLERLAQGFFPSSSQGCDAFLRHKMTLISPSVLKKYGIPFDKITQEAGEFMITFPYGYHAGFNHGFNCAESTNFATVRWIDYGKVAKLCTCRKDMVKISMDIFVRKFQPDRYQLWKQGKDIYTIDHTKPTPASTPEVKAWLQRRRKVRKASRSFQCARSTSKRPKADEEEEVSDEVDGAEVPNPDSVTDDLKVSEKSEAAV
TPT1 inhibitor: Candida albicans TPT1 enzyme inhibitors, primary screen, biochemical, fluorescence polarization; hit rate 0.81% among 300,000; AID 1962, 2009; recombinant caTPT1, FP RNA substrate dephosphorylation; tRNA 2'-phosphotransferase TPT1 (Candida albicans SC5314); inhibition, % at 5 µM;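 active = inhibition above the mean of all tested compounds plus 3 SD, set per screening campaign, cut at about 24% in these data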;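 note: plate controls were DMSO alone for no effect and ferristatin control at 100 nM for full effect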
PP5 inh: PP5 phosphatase inhibitors, primary screen, biochemical, fluorescence. AID 1987, 2009. purified PP5c, OMFP substrate fluorescence. hit rate 0.18% among 320,000. inhibition, % at 6.7 µM. Serine/threonine-protein phosphatase 5 (Homo sapiens), P53041;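 active = inhibition above the campaign's mean inhibition across all tested compounds plus 3 SD, cut at about 9.5% in these data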;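 note: 0% = DMSO only and 100% = 100 µM cantharidin control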
PP1 counter: PP1-alpha phosphatase inhibitors, primary screen, counter-screen for PP5 inhibitor project, biochemical, fluorescence, OMFP substrate, single point; inhibition, % at 6.7 µM; hit rate 0.9% among 320,000; purified PP1alpha; Serine/threonine-protein phosphatase PP1-alpha catalytic subunit (Homo sapiens), P62136; AID 2235, 2010;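 active = inhibition above the mean inhibition of all tested compounds plus 3 SD, computed separately for each screening campaign, cut at about 15% in these data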
Target sequence (P62136 whole entry, looked up): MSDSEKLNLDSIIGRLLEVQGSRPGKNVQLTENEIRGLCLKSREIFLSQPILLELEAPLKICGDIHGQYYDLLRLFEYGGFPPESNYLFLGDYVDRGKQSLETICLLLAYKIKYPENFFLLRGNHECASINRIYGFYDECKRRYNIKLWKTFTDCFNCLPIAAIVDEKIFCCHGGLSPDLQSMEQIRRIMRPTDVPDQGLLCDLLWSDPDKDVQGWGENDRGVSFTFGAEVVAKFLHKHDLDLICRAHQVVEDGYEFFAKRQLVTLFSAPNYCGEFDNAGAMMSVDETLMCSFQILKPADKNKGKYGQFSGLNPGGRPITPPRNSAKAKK
Efflux pump inh: inhibitors of Candida efflux pumps in yeast, primary screen, S. cerevisiae, Nile Red, multiplex. AID 485275, 2010. hit rate 0.44% among 330,000. S. cerevisiae Candida pump triplex. inhibition, % at 10 µM;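 active = plate passing quality check with inhibition over a set limit, or well fluorescence over plate mean plus 4 SD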;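 note: Nile Red retained in pooled yeast measured as flow cytometry median fluorescence; 0% = buffer negative control and 100% = Enniatin B positive control; higher means more Nile Red kept so more efflux inhibition; some compounds called inactive have numbers as strong as hits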
proCasp3 act: activators of human procaspase-3 D3A mutant, primary screen, biochemical, absorbance, PC-3 D3A mutant, single concentration; Caspase-3 (Homo sapiens), P42574; recombinant procaspase-3 D3A, Ac-DEVD-pNA absorbance 405 nm; activation, % at 8.5 µM; hit rate 0.11% among 330,000; AID 463141, 2010;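 active = activation above the mean of all tested compounds plus 3 SD, cut at about 21% in these data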;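 note: 0% = DMSO alone and 100% = DMSO wells spiked with extra 5 µM PC-3 D3A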
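Test system: Procaspase-3 D3A mutant, all three cleavage aspartates alanine | Dosing: Single dose, 8.5 µM nominal compound, 0.8% DMSO | Schedule: 1 h preincubation, 2 h reaction | Technique: 405 nm absorbance of p-nitroaniline, reads at 0 and 120 min | Repeats: One well per compound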
* hit, by the source's call; . = not tested or not shown; & = joins results of further samples.

SMILES	HCV core dimer	procasp7 counter	Fh CTSL1 inh	JMJD2C inh	TPT1 inhibitor	PP5 inh	PP1 counter	Efflux pump inh	proCasp3 act
CCC(C)n1[nH]c(=O)cc1N (stereo unspecified)	4	-7	0	159	1	-2.1	-2	0.0	12
Cc1cccc(-c2nnc(SCC#N)n2C)c1	3	12	-7	-14	1	0.7	-11	-0.1	1
CCCCNC(=S)NNC(=O)c1ccc2c(c1)OCO2	-2	4	-1	8	6	-2.0	0	0.0	3
COc1cccc(-c2nnc(-c3ccccc3[N+](=O)[O-])o2)c1	2	3	3	-27	-4	1.6	-3	-0.1	7
O=Cc1cccn1-c1c(C(=O)O)cnn1-c1ccccc1	-1	-3	-3	-3	1	-3.3	-3	0.0	-4
COc1ccccc1/C=C/C=N/NC(=O)CCn1nnc2ccccc21	3	1	6	-4	1	-1.1	-1	0.0	0
COc1cc(NC(=O)c2ccco2)c(OC)cc1NC(=O)CSc1nnc(-c2cccs2)n1C	6	2	-1	14&1	-2	0.1	0	0.2	-7
Cc1ccccc1NC(=S)N(Cc1ccccc1)Cc1cccnc1	-2	-1	8	-11	-1	1.5	-2	-0.1	4
COc1cc(N/C=C2\CC(=O)NC(C)=C2C#N)cc(OC)c1OC	-9	7	-4	-7	-3	1.6	-1	0.5	3
CCCNC(=O)C(Cc1cccc(C#N)c1)NC(=O)c1ccc(C#N)cc1 (stereo unspecified)	.	11	.	2	.	0.4	-2	-0.1	2
O=C1N[C@@H](Cc2c[nH]c3ccccc23)COC(=O)[C@@H](Cc2ccc(F)cc2)C/C=C\C[C@H]1CC(=O)N(CCO)Cc1ccccc1	.	6	.	-8	.	.	.	0.1	12
Cc1ccc(-n2nnc3c(=O)n(Cc4ccccc4C)cnc32)cc1	-14	6	-1	25	-4	1.1	-3	0.1	-3
Cc1ccc(OCCCCN2CCc3ccccc3C2)c(C)c1	0	-1	1	5	-2	1.0	15	0.0	5
Nc1c(NCCCN2CCOCC2)c2ccccc2oc1=O	-6	-10	-1	-3	-2	0.0	2	-0.2	4
COc1ccc(/C(C)=N/NC(=O)CNC(=O)CCc2ccccc2)c(OC)c1	2	7	3	-47	-3	0.0	-5	0.0	5
CCc1cc2c(=O)[nH]c(COC)nc2s1	-6	7	-5	6	-2	2.7	0	0.2	10
CCOc1ccc(-c2c(C(=O)N/N=C(\C)c3cccs3)nnn2-c2nonc2N)cc1	0	-1	0	-1	-6	1.1	1	0.2	0
CCOC(=O)CC(=O)Nc1cc(Cl)ccc1O	-5	4	1	0	-2	4.3	-1	-0.1	-12
CC(NC(=O)CN1C(=O)NC(C)(c2cccc3ccccc23)C1=O)c1ccccc1 (stereo unspecified)	10	8	-2	2	-3	1.3	-1	0.3	-2
CC(Oc1ccccc1)C(=O)N1CCC2(CC1)Oc1ccc(F)cc1C(=O)C21CC(c2ccc(Cl)cc2)=NO1 (stereo unspecified)	27	5	0	3	-4	0.0	9	0.2	5
O=C(CSc1nc2ccc([N+](=O)[O-])cc2[nH]1)NC1CCCCC1	2	-4	2	11	0	0.1	-2	-0.3	-1
CCOc1cc([N+](=O)[O-])cc(/C=N/NC(=O)c2c(-c3ccccc3)noc2C)c1O	3	6	3	-16	6	2.4	10	0.0	-8
CCN(C(=O)CSc1nnc(SC(C)C)s1)C1CCS(=O)(=O)C1 (stereo unspecified)	.	7	.	-3	.	-1.7	-4	0.0	6
COc1cc(C(=O)O)ccc1OC(C)=O	-7	10	0	7	4	1.2	-4	0.0	-1
CCOC(=O)C1=C(O)CSC1=Nc1ccc(C)cc1	5	12	0	6	6	3.1	-2	0.0	0
O=C(Nc1cccnc1)c1ccc(-c2ccccc2)cc1	-1	2	-1	8	1	5.4	3	0.1	7
Cc1ccc(NC(=S)Nc2ccc3cn[nH]c3c2)cc1	-8	-13	5	-5	-4	-2.5	-3	0.0	-9
CCN(CC)CCCNc1oc(/C=C/c2ccccc2)nc1C#N	0	4	8	5	-1	-1.9	-1	0.3	4
OC(CN1CCCCC1)Cn1c(C(F)(F)F)nc2ccccc21 (stereo unspecified)	-4	-5	-1	3	-4	-2.5	1	0.0	0
COc1ccc(Cc2nnc(NC(=O)Nc3ccc(F)cc3)s2)cc1	5	12	0	3	-2	-0.4	22*	-0.1	11
O=C(CCS(=O)(=O)c1ccc(Br)cc1)N1CCN(c2ccccc2)CC1	-12	-8	-12	-4	1	1.9	-2	0.1	3
CCN(CC)C(=O)c1ccc(COc2ccccc2Br)o1	-1	-3	1	4	-5	4.3	0	0.2	2
CO/N=C/C(C#N)=C/c1ccc(OC)cc1	1	5	3	-6	0	2.9	2	0.2	9
C#CCOc1ccccc1/C=N/NC(=O)c1ccccc1OCc1ccccc1	22	1	3	4	-4	0.5	5	0.1	4
CCc1nnc(NC(=O)c2cccc(S(=O)(=O)N3CCCCC3)c2)s1	2	0	-1	5	-2	2.9	0	0.0	-4
O=C(Cc1c(C(=O)O)[nH]c2ccc(Cl)cc12)Nc1ccc2c(c1)OCCO2	3	10	0	4	1	-0.5	5	-0.3	15
CCOC(=O)c1sc2nc(C3CC3)cc(-c3ccc(F)cc3)c2c1N	0	7	-1	54	3	3.3	-2	0.3	11
O=C(N/C(=C/c1ccc(F)cc1)C(=O)N1CCCC1)c1ccccc1	3	11	-4	26	-3	0.5	-2	0.0	4
CCc1nnc(NC(=O)CSc2nc3c(c(=O)n2CC)SC(C)C3)s1 (stereo unspecified)	-7	-8	1	9	3	-1.7	-2	0.0	5
COCCNC(=S)N1CCN(C/C=C/c2ccccc2)CC1	-3	11	-4	12	0	-0.8	2	-0.1	-1
C#CCOCCOCCOCCNc1nc(N2CCN(C(=O)Cn3cc(CCCCN)nn3)CC2)nc(N2CCN(C(=O)Cn3cc(CCCCN)nn3)CC2)n1	-16	-4	2	5	-2	-6.7	-9	0.0	5
COc1ccc(CNC(=O)CCC2N=C3c4ccccc4N=C(SCC(=O)NCC4CCCO4)N3C2=O)cc1 (stereo unspecified)	-7	-6	4	3	-5	1.4	0	-0.2	1
O=C(NC1CCCCCCC1)c1ccc(F)c(S(=O)(=O)N2CCOCC2)c1	.	2	.	-1	.	-1.7	-3	-0.3	5
C[C@H]1COC(=O)[C@@H](Cc2ccc(F)cc2)C/C=C\C[C@H](CC(=O)NCCO)C(=O)N1	.	-7	.	-10	.	.	.	0.3	8
O=C(COC(=O)Cc1ccccc1)NCc1ccc2c(c1)OCO2	.	5	.	-1	.	.	.	0.1	4
CCN(CC)c1ccc(/C=N/NC(=O)c2cc(C)nc3ccccc23)cc1	-8	-6	3	-5	1	1.2	2	0.1	-4
CCn1c(-c2cccnc2)n[nH]c1=S	1	-4	-1	-2	0	-0.7	-2	-0.1	-4
CC(C)(C)c1nnc(NC(=O)c2cccs2)s1	-3	6	-4	6	-1	1.5	-3	0.0	0
CNC(=S)N1N=C2c3ccccc3CCC2C1c1ccccc1Cl (stereo unspecified)	-118	5	5	-10	-4	2.7	1	0.0	-7
CCCCOC(=O)COc1ccc(Cl)cc1Cl	.	3	.	-6	.	1.3	-2	-0.1	4
CN1CCN(C(=O)/C(=C/c2ccc(F)cc2)c2ccsc2)CC1	1	-1	-1	1	-1	-1.8	2	0.0	3
Cc1ccc2nc(Nc3nc(CSc4nnc(C)s4)cc(=O)[nH]3)nc(C)c2c1	1	11	0	6	-4	0.6	0	0.7	-4
Cc1ccccc1CS(=O)(=O)c1cn(CC(=O)N2CCC(C)CC2)c2ccccc12	2	8	-3	-3	-3	1.4	-1	-0.2	1
O=C1CSC(=NC(=O)c2ccccc2)N1	-1	-5	0	7	1	-1.7	-7	0.0	-18
CCCCn1c(N)c(N(CCC(C)C)C(=O)COC(=O)c2cccnc2OCC)c(=O)[nH]c1=O	.	3	.	.	.	0.2	0	0.4	1
Nn1c(SCc2csc(-c3ccccc3)n2)nnc1-c1cccs1	-2	-6	-3	0	-3	3.1	-2	0.1	1
Cc1nn(Cc2c(F)cccc2Cl)c(=O)c2ccccc12	-14	-4	6	4	-7	0.2	2	-0.1	3
O=C(Nc1nccs1)c1sc2ccccc2c1Cl	13	1	1	5	-1	1.0	0	0.0	6
CCc1ccc(N(CC(=O)Nc2ccccc2C(=O)N2CCOCC2)S(C)(=O)=O)cc1	0	7	-1	-2	1	-2.9	-4	0.0	6
COCCNC(=O)Cn1cnc2c(cnn2-c2ccc(C)cc2)c1=O	-14	3	1	-2	-2	-4.6	-3	0.0	2

New compounds follow:
SMILES	HCV core dimer	procasp7 counter	Fh CTSL1 inh	JMJD2C inh	TPT1 inhibitor	PP5 inh	PP1 counter	Efflux pump inh	proCasp3 act
COC(=O)c1c(NC(=O)CN2CCC(C(N)=O)CC2)c2c(C)cccc2n1C	-3	2	0	4	-3	2.5	-4	0.1	-5
CC(NCc1ccco1)C(=O)N1CCc2ccccc2C1 (stereo unspecified)	-6	-5	4	11	-5	-0.7	0	0.0	-4
O=C(COC(=O)CCCNC(=O)c1ccc(Cl)cc1)NC1CC1	-2	6	1	0	7	-0.5	-1	0.0	2
O=c1[nH][nH]c(-c2ccccc2O)c1C(C[N+](=O)[O-])c1ccc(Br)cc1 (stereo unspecified)	2	-6	2	-9	0	6.4	3	-0.2	0
Cc1cc(OCC(=O)O/N=C(\N)Cc2cccs2)ccc1Br	0	-10	-14	-27	-2	1.7	1	-0.1	-1
COc1ccc(Br)c(C(=O)Nn2c(C)nc3ccccc3c2=O)c1	-7	-8	6	-2	0	1.6	-2	-0.2	-2
COc1ccc2c(c1)CCc1c(C(=O)NCC(C)C)noc1-2	-6	-10	-4	-1	-2	3.5	1	0.0	2

3 compounds drawn at random from those above, as already listed:
SMILES	HCV core dimer	procasp7 counter	Fh CTSL1 inh	JMJD2C inh	TPT1 inhibitor	PP5 inh	PP1 counter	Efflux pump inh	proCasp3 act
CNC(=S)N1N=C2c3ccccc3CCC2C1c1ccccc1Cl (stereo unspecified)	-118	5	5	-10	-4	2.7	1	0.0	-7
CCOC(=O)c1sc2nc(C3CC3)cc(-c3ccc(F)cc3)c2c1N	0	7	-1	54	3	3.3	-2	0.3	11
O=C(Cc1c(C(=O)O)[nH]c2ccc(Cl)cc12)Nc1ccc2c(c1)OCCO2	3	10	0	4	1	-0.5	5	-0.3	15
